# Assay outcomes deposited in PubChem BioAssay by National Center for Advancing Translational Sciences (NCATS).
# GLP1R ag – qHTS of GLP-1 Receptor Agonists | Glucagon-like peptide 1 receptor (Homo sapiens), P43220 | HEK293 GLP-1R CRE-luciferase, luminescence, 4-6 h; cells express a hypersensitive GLP-1R form | Potency, µM (top dose mostly 45.6 µM), for the others: at the highest dose activation, most hits filed as activators | hit rate 0.007% among 380,000 | AID 624172, 2012; further: potency means the concentration at half of the fitted maximal effect; % of control where 0% means no effect
# PLK1 PBD inh – qHTS for Inhibitors of PLK1-PDB (polo-like kinase 1 - polo-box domain): Primary Screen. Serine/threonine-protein kinase PLK1 (Homo sapiens), P53350. Plk1 PBD binding of FITC phosphopeptide, fluorescence polarization. Potency, µM, for inactives: max response, negative = inhibition, actives largely listed as inhibitors. hit rate 2.8% among 360,000. AID 720504, 2013; further: potency means the concentration at half of the fitted maximal effect; series mostly up to about 57 µM; on the % scale 0 is the no-effect control and ±100 the full control effect; nearly all actives have a fitted effect of over 65% in size
# GLP1R cytotox – qHTS of GLP-1 Receptor Inverse Agonists: Cytotox Screen; AID 624418, 2012; HEK293 cAMP-luciferase reporter cells, luminescence, 24 h; Potency, µM (doses to about 38.3 µM), for the others: at the highest dose activity change, negative = inhibition, most hits filed as inhibitors; hit rate 0.13% among 410,000;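 further: loss of luciferase light is scored as toxicity; potency means the concentration at half of the fitted maximal effect; on the % scale 0 is the no-effect control and ±100 the full control effect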
#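 1536-well qHTS counterscreen of the MLSMR; 200 cells/uL, 12 h pre-incubation, 23 nL cpd, 24 h at 37 deg C 5% CO2, luciferase detection reagent, 12 min RT, luminescence. Inhibition = undesired.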
# IL2 activator – qHTS of IL-2 Activators; AID 652025, 2013; activation, % (series mostly up to about 46 µM); IL-2 activation reporter assay, cell-based qHTS; stimulated with anti-CD3/CD4/CD28 beads; in transgenic mouse T cells; hit rate 0.065% among 360,000; in the data active means activation above about 50%; inconclusive means mostly about 30% to 49%; further: 0% is about no effect
#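 Unstimulated transgenic mouse T cells preincubated 60 min with compound, then stimulated with anti-CD3/anti-CD4-coated beads plus anti-CD28 for 18 h at 37 degrees C. IL-2 response read as EGFP and DsRed fluorescence by plate cytometry.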
# PI5P4K alpha inh – qHTS for Inhibitors of phosphatidylinositol 5-phosphate 4-kinase (PI5P4K); Phosphatidylinositol 5-phosphate 4-kinase type-2 alpha (Homo sapiens), P48426; PI5P4Kalpha enzyme, ADP-Glo luminescence, 60 min; active compounds read low; max response, %; hit rate 1.2% among 330,000; active means max response of -50% or lower; inconclusive means between -30% and -50%; inactive means -30% or higher; further: value at the top dose of about 77 µM; on the % scale 0 is the no-effect control and ±100 the full control effect
#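 PI5P4Kalpha ADP-Glo assay; 5 microM ATP final; 60 min RT reaction; HEPES pH 7.4/EGTA/CHAPS, 5% DMSO; controls lacking substrate or enzyme; luminescent end-point.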
# D3 antag – qHTS of D3 Dopamine Receptor Antagonist: qHTS. D(3) dopamine receptor (Homo sapiens), P35462. D3R cells, DiscoveRx beta-arrestin luminescence, antagonist mode; active compounds read low. max response, negative = inhibition, %. hit rate 2.5% among 360,000; in the data active means max response below about -50%; inconclusive means no clear call, values can overlap the other calls; further: on the % scale 0 is the no-effect control and ±100 the full control effect; mostly tested at two doses, the higher about 12 µM
#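 Cells expressing the human receptor were seeded at 1500 cells/well, incubated overnight at 37 degrees C in 5% CO2, then exposed to library compounds with dopamine controls for 90 minutes at 37 degrees C before luminescent detection.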
# D3 ag – qHTS of D3 Dopamine Receptor Agonist: qHTS. D(3) dopamine receptor (Homo sapiens), P35462. hit rate 0.58% among 410,000. D3R DiscoveRx beta-arrestin cells, luminescence, 90 min. max activation, %. AID 652048, 2013; in the data active means max activation above about 30%; further: 0% is about no effect; mostly tested at two doses, the higher about 12 µM
#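 Cells at 1500/well, incubated overnight, then treated with pinned compounds (dopamine as control) for 90 min at 37 degrees C. DiscoveRx reagent added for 30 - 60 minutes at room temperature; luminescence read.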
# WRN helicase inh – qHTS for Inhibitors of WRN Helicase; WRN helicase unwinding, fluorescent forked duplex, kinetic; Potency, µM (highest dose often 114 µM), inactives show top-dose activity change, negative = inhibition, actives largely listed as inhibitors; hit rate 0.46% among 360,000; AID 651768, 2012; further: potency means the concentration at half of the fitted maximal effect; on the % scale 0 is the no-effect control and ±100 the full control effect; nearly all actives have a fitted effect of over 55% in size
# Target sequence (Q14191 whole entry, looked up): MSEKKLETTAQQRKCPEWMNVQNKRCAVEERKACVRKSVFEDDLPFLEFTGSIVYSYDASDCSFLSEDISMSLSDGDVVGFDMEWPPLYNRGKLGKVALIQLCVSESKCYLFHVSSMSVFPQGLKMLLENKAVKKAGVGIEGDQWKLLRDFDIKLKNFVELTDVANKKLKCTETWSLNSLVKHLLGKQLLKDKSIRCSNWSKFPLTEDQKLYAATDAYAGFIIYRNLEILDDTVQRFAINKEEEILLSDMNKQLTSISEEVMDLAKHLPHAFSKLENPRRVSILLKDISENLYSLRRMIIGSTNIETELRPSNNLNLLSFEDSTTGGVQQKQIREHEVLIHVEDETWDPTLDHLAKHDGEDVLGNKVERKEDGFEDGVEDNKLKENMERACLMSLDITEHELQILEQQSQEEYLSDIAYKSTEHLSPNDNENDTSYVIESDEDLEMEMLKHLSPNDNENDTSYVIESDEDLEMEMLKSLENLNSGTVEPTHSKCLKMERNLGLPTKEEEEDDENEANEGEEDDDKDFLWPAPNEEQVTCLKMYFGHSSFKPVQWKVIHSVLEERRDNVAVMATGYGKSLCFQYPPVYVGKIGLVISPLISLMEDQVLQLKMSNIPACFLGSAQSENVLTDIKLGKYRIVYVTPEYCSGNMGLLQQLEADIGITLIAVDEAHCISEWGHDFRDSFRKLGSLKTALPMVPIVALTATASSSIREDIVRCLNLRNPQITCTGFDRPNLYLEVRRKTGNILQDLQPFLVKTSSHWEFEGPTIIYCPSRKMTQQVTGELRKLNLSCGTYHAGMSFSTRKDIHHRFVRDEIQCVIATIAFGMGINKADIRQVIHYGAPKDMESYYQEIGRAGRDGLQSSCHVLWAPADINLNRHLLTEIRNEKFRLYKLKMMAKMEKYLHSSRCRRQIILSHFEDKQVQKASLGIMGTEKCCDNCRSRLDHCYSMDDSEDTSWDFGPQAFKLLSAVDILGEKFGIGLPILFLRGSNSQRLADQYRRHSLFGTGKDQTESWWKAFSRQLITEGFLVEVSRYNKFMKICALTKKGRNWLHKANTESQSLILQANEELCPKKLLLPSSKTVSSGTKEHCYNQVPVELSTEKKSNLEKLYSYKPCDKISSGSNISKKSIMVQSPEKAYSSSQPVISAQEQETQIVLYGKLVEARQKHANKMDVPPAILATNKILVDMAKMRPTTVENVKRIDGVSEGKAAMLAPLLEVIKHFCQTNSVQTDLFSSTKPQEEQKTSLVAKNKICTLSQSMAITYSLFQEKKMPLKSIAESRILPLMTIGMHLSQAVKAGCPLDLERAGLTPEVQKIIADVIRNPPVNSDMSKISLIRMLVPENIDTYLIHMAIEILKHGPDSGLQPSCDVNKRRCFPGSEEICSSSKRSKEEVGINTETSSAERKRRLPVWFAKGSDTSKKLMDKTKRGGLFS
#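 Kinetic red-fluorescence monitoring (525/598 nm) tracks WRN helicase activity after 100 nM fluorophore-quencher forked duplex and 2 mM ATP are added to 20 nM enzyme pretreated 15 min at room temperature with compound.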
# GLP-1R inv ag – qHTS of GLP-1 Receptor Inverse Agonists (Inhibition Mode). HEK293 GLP-1R CRE-luciferase, luminescence, 24 h; GLP-1R form is constitutively active. hit rate 1.6% among 410,000. Potency, µM (titrated, usually from 38.3 µM), for inactives: at the highest dose activity change, negative = inhibition, usual class: inhibitors; further: potency means the concentration at half of the fitted maximal effect; on the % scale 0 is the no-effect control and ±100 the full control effect; nearly all actives have a fitted effect of over 55% in size
#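 Luminescence readout: a drop in cAMP-driven luciferase signal flags inverse agonism at a constitutively active GLP-1R stably expressed in HEK293. Compound exposure lasted 24 hr at 37 deg C, 5% CO2.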
# * = called active by the depositor; ? = inconclusive; / = no result given; [ ] = another dose, or the depositor's remark. Unless noted, the call rests on the fitted dose curve; in most records, active means well fitted curve in the direction sought with a large enough effect; inconclusive means small, poorly fitted or top-dose-only effect, or another doubt; inactive means no such curve, though single readings can be large; an effect the other way counts as inactive or inconclusive.
# The opening 10 records (preview)
SMILES,GLP1R ag,PLK1 PBD inh,GLP1R cytotox,IL2 activator,PI5P4K alpha inh,D3 antag,D3 ag,WRN helicase inh,GLP-1R inv ag
Cc1[nH]c2ccc(C(=O)OC(C)C(=O)NCc3ccccc3)cc2c1C (centres undefined),9%,-10%,?,-0.4,2,12,-4,-27%,?
CCOC(=O)c1[nH]c2ccc(F)cc2c1N=C(C)N(CC)CC,11%,-4%,-3%,-0.4,4,-4,4,-11%,-14%
CCn1nc(NS(=O)(=O)c2ccc(NC(C)=O)cc2)c2cc3cccc(C)c3nc21,7%,-4%,-3%,-0.4,-3,-16,-6,-5%,5%
COc1ccc(C(=O)NNC(=O)Cc2ccc(-c3ccccc3)cc2)cc1OC,-2%,-5%,3%,-1.6,0,5,-1,7%,1%
CCN(C(=O)Cn1c(=O)n(Cc2ccccc2)c(=O)c2c1c1cc(OC)ccc1n2C)c1ccccc1,-2%,/,0%,/,/,/,9,/,1%
COC(=O)C1=C(O)/C(=C\c2cc(C)n(-c3ccccc3F)c2C)N=C1C,-8%,-22%,-3%,0.1,1,14,6,3%,11%
CCn1nc(C)cc1C(=O)N1CCCC(CCC(=O)NCc2ccccc2F)C1 (centres undefined),6%,-6%,15%,-1.3,3,0,2,-3%,5%
N#Cc1cc(-c2ccccc2)nnc1Sc1ccc(Cl)cc1,-15%,-1%,3%,-0.1,3,20,7,-10%[57.1 µM],19%
COc1ccc(N2C(=O)CC(Sc3nccc(C)n3)C2=O)c(OC)c1 (centres undefined),-2%,-11%,-9%,-1.2,2,23,-1,8%,14%
O=C(COC(=O)c1ncc(Cl)c(Cl)c1Cl)c1ccc(Cl)s1,6%,-20%,1%,-2.5,-10,-24,-20,-3%,1%

# All compounds of this part, from the start:
SMILES,GLP1R ag,PLK1 PBD inh,GLP1R cytotox,IL2 activator,PI5P4K alpha inh,D3 antag,D3 ag,WRN helicase inh,GLP-1R inv ag
Cc1[nH]c2ccc(C(=O)OC(C)C(=O)NCc3ccccc3)cc2c1C (centres undefined),9%,-10%,?,-0.4,2,12,-4,-27%,?
CCOC(=O)c1[nH]c2ccc(F)cc2c1N=C(C)N(CC)CC,11%,-4%,-3%,-0.4,4,-4,4,-11%,-14%
CCn1nc(NS(=O)(=O)c2ccc(NC(C)=O)cc2)c2cc3cccc(C)c3nc21,7%,-4%,-3%,-0.4,-3,-16,-6,-5%,5%
COc1ccc(C(=O)NNC(=O)Cc2ccc(-c3ccccc3)cc2)cc1OC,-2%,-5%,3%,-1.6,0,5,-1,7%,1%
CCN(C(=O)Cn1c(=O)n(Cc2ccccc2)c(=O)c2c1c1cc(OC)ccc1n2C)c1ccccc1,-2%,/,0%,/,/,/,9,/,1%
COC(=O)C1=C(O)/C(=C\c2cc(C)n(-c3ccccc3F)c2C)N=C1C,-8%,-22%,-3%,0.1,1,14,6,3%,11%
CCn1nc(C)cc1C(=O)N1CCCC(CCC(=O)NCc2ccccc2F)C1 (centres undefined),6%,-6%,15%,-1.3,3,0,2,-3%,5%
N#Cc1cc(-c2ccccc2)nnc1Sc1ccc(Cl)cc1,-15%,-1%,3%,-0.1,3,20,7,-10%[57.1 µM],19%
COc1ccc(N2C(=O)CC(Sc3nccc(C)n3)C2=O)c(OC)c1 (centres undefined),-2%,-11%,-9%,-1.2,2,23,-1,8%,14%
O=C(COC(=O)c1ncc(Cl)c(Cl)c1Cl)c1ccc(Cl)s1,6%,-20%,1%,-2.5,-10,-24,-20,-3%,1%
COc1ccc(S(=O)(=O)N2CCC3CC2c2c(-c4ccc(C(F)(F)F)cc4)cccc23)cc1 (centres undefined),-3%,-3%,-2%,-0.1,-1,6,52*,-4%,?
O=C1Nc2ccccc2N(C(=O)c2ccc3ccccc3c2)C1c1nc2ccccc2[nH]1 (centres undefined),6%,-6%,19%,-0.4,-13,-30,-11,-7%,-25%
O=C(/C=C/c1ccco1)NC(=S)Nc1ccccn1,-5%,?,?,-2.0,-10,-17,-4,-8%,4%
CCCN(CCC)CCOc1cc(C)ccc1C(C)C,-4%,4%,-27%,-0.3,14,?,20,-29%,-26%
O=[N+]([O-])c1cc([N+](=O)[O-])c2cc3ccccc3nc2c1,5%,0.42µM*,-3%,-3.5,-25,-80*,-28,?,22%
CC(C)[C@@H]1NC(=O)N(c2ccc(Oc3ccccc3)cc2)C1=O,-4%,2%,-6%,-0.6,-8,1,4,1%,?
CCN(CC(=O)Nc1ccc(NC(C)=O)cc1)C(=O)c1ccc(N2CCCC2)c([N+](=O)[O-])c1,-1%,-1%,-13%,-3.0,5,4,-22,7%,8%
CC(=O)N1CCN(S(=O)(=O)c2cccc(C(=O)N(Cc3ccccc3)c3ccc(C)cc3)c2)CC1,14%,-1%,-4%,0.6,3,36,5,-13%,8%
Cc1cc(Br)ccc1NC(=O)C1CCN(S(=O)(=O)c2cccc3nsnc23)CC1,1%,/,4%,/,/,/,-12,/,-8%
O=C(COc1ccccc1Cc1ccccc1)Nc1cccnc1,1%,7%,1%,-1.6,2,10,0,-3%,-43%
CCOC(=O)C1(CCOc2ccccc2)CCN(Cc2ccc(OC)cc2)CC1,-1%,7%,-14%,-4.5,3,-72*,-12,-11%,10µM*
CCn1c(COc2ccccc2C)nc2ccccc21,?,-7%,-4%,-0.3,8,11,3,2%,?
O=C1CC(c2ccccc2F)c2cc3c(cc2N1)CCC3 (centres undefined),11%,2%,-37%,0.9,/,16,-2,-1%,?
CCOC(=O)c1[nH]c2cc(OC)c(OC)cc2c1NC(=O)C(C)N1CCN(Cc2ccccc2)CC1 (centres undefined),18%,-2%,-29%,-2.9,8,-16,-4,-6%,?
CC1CCN(C(=O)CSc2nnc(CNC(=O)c3c(F)cccc3F)o2)CC1,-8%,2%,-1%,-2.9,0,17,9,-16%,1%
CCOc1ccc(CN(C)CC(=O)Nc2cccc(C)c2)cc1OC,17%,-7%,-7%,-0.1,1,17,5,0%,6%
CC(=O)N/C(=C/c1ccccc1)C(=O)NCCO,-6%,-2%,7%,-0.1,/,10,-2,-4%,6%
O=C(CN1C(=O)COc2ccc(S(=O)(=O)N3CCOCC3)cc21)N1CCN(c2ccccc2F)CC1,7%,/,1%,/,/,/,-2,/,5%
CCc1ccccc1Oc1coc2cc(O)ccc2c1=O,0%,-10%,5%,0.4,0,-11,-4,-10%,-28%
COc1ccc(CCNC(=S)N2CCN(S(=O)(=O)c3ccc(F)cc3)CC2)cc1,-18%,-25%,3%,-0.6,1,25,5,-14%,12%
Cc1nnc(SCC(=O)N2CCC(Cc3ccccc3)CC2)n(N)c1=O,8%,2%,-2%,-0.3,8,-99*,-26,-16%,14%
O=C(Nc1ccc2c(c1)OCO2)c1cccs1,-12%,-9%,-18%,-1.3,/,-8,-2,-9%,-14%
COc1ccc(/C=N/NC(=O)CCSc2nc3ccccc3s2)cc1,6%,30µM*,-26%,-3.1,-1,-10,-3,-6%,?
CC(=O)c1c(C)[nH]c(C(=O)N2CCc3ccccc3C2)c1C,-2%,-15%,6%,-0.3,0,-20,-1,0%,0%
CCCCCCCCC(=O)NNC(=O)c1c(O)c2ccccc2n(CC)c1=O,1%,1%,14%,1.2,-3,16,3,8%,10%
CCOC(=O)CC1Sc2ccccc2NC1=O (centres undefined),-10%,-26%,-2%,-2.8,/,-16,-7,-2%,1%
CC(C)c1ccc(NC(=O)CN(C)C2=NS(=O)(=O)c3ccccc32)cc1,15%,-1%,-16%,0.4,1,16,2,0%,0%
C=CCNC(=O)c1cc(-c2ccncc2)nc2c(C)cc(C)cc12,2%,-4%,-23%,-3.7,1,16,4,9%,58%[activator]
COC(=O)CN1C(=O)[C@H]2[C@@H](c3ccc(C)o3)N3C(=O)CN(Cc4ccccc4)C(=O)[C@@]3(C)[C@H]2C1=O,11%,-12%,-12%,-0.1,-28,-1,6,3%,8%
Cc1ccc2c(C(=O)CNc3nncs3)c(C)[nH]c2c1,-3%,1%,-18%,1.1,-12,-19,-13,5%,8%
Cc1cc(C)cc(C(=O)Nc2ccc(N3CCN(C(=O)c4ccco4)CC3)cc2)c1,0%,-12%,-2%,-3.5,4,-23,2,?,-2%
CCOC(=O)C1CCCN(C(=O)c2cc3cc4ccc(OC)cc4nc3o2)C1 (centres undefined),1%,-13%,-9%,-2.4,0,-14,2,4%,21%
CC1(c2ccc(Cl)cc2)NC(=O)N(CC(=O)NC2CCCCC2)C1=O (centres undefined),14%,-10%,1%,-0.2,-3,-19,5,16%,-16%
Cc1ccc(S(=O)(=O)c2nc(S(C)(=O)=O)sc2N2CCOCC2)cc1,-4%,-14%,-5%,1.0,6,7,-10,0%,3%
COc1cccc(OCCCOc2ccccc2C(C)C)c1,0%,-4%,39%[activator],1.4,/,-20,-15,-11%,?
O=C(Cc1ccccc1)NC(NCCc1ccccc1)C(Cl)(Cl)Cl (centres undefined),0%,-4%,-5%,-0.5,1,9,1,-1%,?
COc1ccc(NC(=O)NCc2ccc3c(c2)OCO3)cc1,13%,-12%,7%,-2.8,1,-21,1,3%,16%
Cc1cc(C)n2c(Nc3ccc4c(c3)OCCO4)c(CC(C)C)nc2n1,1%,-8%,-7%,-0.1,-6,174,18,3%,27%
